NS5 inhibitors: flavivirus cap methylation enzyme inhibition – biochemical, confirmation dose response, primary screen (AID 588689). Dengue-2 NS5 methyltransferase capping enzyme assay, biochemical; higher % means a stronger effect. one-dose inhibition, % at 25 µM; IC50 in µM for titrated hits. 340,000 tested, 0.3% active; in the data active = a potency from the dose series
NTR1 ag: NTR1-driven beta-arrestin-GFP spot formation – imaging, U2OS cells, high content, primary screen (AID 493036). P30989. 330,000 tested, 0.17% active. agonist mode. activation, % at 20 µM;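 active = activation at or above 40% of the spot to cytoplasm intensity ratio, with at least 20 cells analyzed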;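 also: 0% = DMSO without peptide and 100% = 100 nM NTR1 peptide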
Target sequence (P30989 whole entry, looked up): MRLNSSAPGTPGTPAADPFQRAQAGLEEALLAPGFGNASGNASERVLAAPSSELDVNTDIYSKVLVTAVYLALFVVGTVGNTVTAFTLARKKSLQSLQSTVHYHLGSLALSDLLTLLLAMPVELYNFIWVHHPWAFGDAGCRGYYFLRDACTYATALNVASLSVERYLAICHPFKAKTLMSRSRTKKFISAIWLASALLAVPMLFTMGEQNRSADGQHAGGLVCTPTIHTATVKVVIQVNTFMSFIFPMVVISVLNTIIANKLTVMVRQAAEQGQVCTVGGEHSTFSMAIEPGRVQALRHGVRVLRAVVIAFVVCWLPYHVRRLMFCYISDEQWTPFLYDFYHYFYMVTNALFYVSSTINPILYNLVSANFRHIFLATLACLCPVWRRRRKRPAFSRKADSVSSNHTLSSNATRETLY
K1F lysis inhibition: inhibition of K1F phage lysis, E. coli UTI89, bacterial capsule biogenesis inhibitors, alamar blue (AID 488966) | E. coli UTI89 K1F phage lysis, alamar blue, 2 h; higher % means a stronger effect | inhibition, % at 100 µM, or IC50 in µM where a hit was titrated | 340,000 tested, 0.02% active;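 active = phage lysis inhibition, versus mean bacterial control, above a set limit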;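 also: capsule biogenesis inhibitors block K1F phage lysis so surviving cells raise fluorescence; higher fluorescence means more inhibition of phage lysis; actives were called in the ten point dose series up to 300 µM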
NTR1 ag cell count 20 µM: second read-out of NTR1 ag, no call of its own (marks repeat the call); cell count; measured here: cell count, cytotoxicity flag
NS5 inhibitors pilot replicate: second read-out of NS5 inhibitors, no call of its own (marks repeat the call); inhibition, %; measured here: pilot screen replicate inhibition
Active calls of the source: *; / = no result given. These rows are one share of the data; rates above refer to the full screens.

SMILES	NS5 inhibitors	NTR1 ag	K1F lysis inhibition	others
C[C@]12CCC3C(CC[C@H]4C[C@@H](O)CC[C@]34C)C1C[C@@H](Br)[C@@H]2O (some centres undefined)	/	-1.5	/	NTR1 ag cell count 20 µM=52
COc1ccc(C(O)C(C)NC(C)C(O)c2ccc(OC)cc2)cc1 (centres undefined)	/	1.7	/	NTR1 ag cell count 20 µM=45
CC1(C(=O)O)CCCC2(C)c3cc(O)ccc3CCC12 (centres undefined)	/	-0.5	/	NTR1 ag cell count 20 µM=33
CS(=O)(=O)c1ccc(C2=C(CNC(=O)c3ccncc3)[C@H]3CC[C@@H](C2)N3Cc2ccco2)cc1	7%	/	/
CC(C)CN1Cc2ccccc2-n2nncc2C1	-4%	/	/
C[C@H](CO)N1C[C@H](C)[C@@H](CN(C)C(=O)Oc2ccc3ccccc3c2)OCc2cnnn2CCCC1=O	1%	/	/
Cc1cc(C)c(NC2=NCCS2)cc1C	-1%	/	/
CC1(C(=O)O)CCC2(C)CCC3(C)C(=CC(=O)C4C5(C)CCC(=O)C(C)(C)C5CCC43C)C2C1 (centres undefined)	8%	/	/
O=C(Nc1cc(Cl)cc(Cl)c1)N1Cc2ccccc2-n2nncc2C1	-8%	/	/
O=C(Nc1cccc2ccccc12)N1Cc2ccccc2-n2nncc2C1	-9%	/	/
COC(=O)C1=C(c2ccc(OCc3ccccc3)cc2)C[C@@H]2CC[C@H]1N2C(=O)NCCCCc1ccccc1	6%	/	/
Fc1ccc(NC(=S)N2Cc3ccccc3-n3nncc3C2)cc1	1%	/	/
COc1ccc(S(=O)(=O)N2Cc3ccccc3-n3nncc3C2)cc1	-2%	/	/
C[C@@H]1CN([C@@H](C)CO)C(=O)CCCn2nncc2CO[C@H]1CN(C)C(=O)Oc1ccccc1	0%	/	/
CCN1C(=O)CC(=O)N(CC)C1=S	5%	/	/
COc1ccc(OC(=O)N(C)C[C@H]2OCc3cnnn3CCCC(=O)N([C@H](C)CO)C[C@H]2C)cc1	-5%	/	/
O=C(COc1cccc(F)c1)Nc1nc(-c2ccccn2)cs1	-6%	/	/
Clc1ccccc1CNCCc1c[nH]c2ccccc12	1%	/	/
C[C@@H]1CN([C@@H](C)CO)C(=O)CCCn2nncc2CO[C@@H]1CN(C)C(=O)Oc1ccccc1	-3%	/	/
C[C@@H]1CN([C@H](C)CO)C(=O)CCCn2cc(nn2)CO[C@H]1CN(C)C(=O)Oc1cccc2ccccc12	-6%	/	/
COc1ccc(OC(=O)N(C)C[C@@H]2OCc3ccccc3-c3c(n(C)c4ccccc34)C(=O)N([C@H](C)CO)C[C@@H]2C)cc1	-10%	/	/
NN=C1C(Cl)=C(Cl)C(Cl)=C1Cl	7%	/	/
N#Cc1ccc(CN2Cc3ccccc3-n3nncc3C2)cc1	-7%	/	/
CC(C)(C)NC(=S)N1Cc2ccccc2-n2nncc2C1	-4%	/	/
CCCC1(CC(C)CC)C(=O)NC(=O)NC1=O (centres undefined)	-1%	/	/
C[C@]12CC[C@@H](O)CC1=CC(=O)C1C2CC[C@]2(C)C(=O)[C@H](O)CC12 (some centres undefined)	-2%	/	/
C[C@H](CO)N1C[C@H](C)[C@@H](CN(C)C(=O)Oc2cccc3ccccc23)OCc2cn(nn2)CCCC1=O	-1%	/	/
O=C(NCC1=C(c2ccc3ccccc3c2)C[C@@H]2CC[C@H]1N2Cc1ccco1)c1ccncc1	-1%	/	/
Cc1ncoc1C(=O)NCC1=C(c2ccc(S(C)(=O)=O)cc2)C[C@@H]2CC[C@H]1N2Cc1ccco1	2%	/	/
CC1=CP(=O)(Oc2ccc([N+](=O)[O-])cc2)CC1 (centres undefined)	-2%	/	/
Cc1ccc(OC(=O)N(C)C[C@@H]2OCc3cnnn3CCCC(=O)N([C@H](C)CO)C[C@H]2C)cc1	-7%	/	/
C[C@@H]1CN([C@@H](C)CO)C(=O)CCCn2cc(nn2)CO[C@H]1CN(C)C(=O)Oc1ccc2ccccc2c1	-7%	/	/
CC(=O)OC1CCC2(C)C(CCC3C4CC(N5CC5)C(C(C)=O)C4(C)CC(=O)C32)C1 (centres undefined)	-4%	/	1.3%
CC=C(CC)C1(CC)C(=O)NC(=S)NC1=O	0%	/	3.6%
CC(CC(C)(C)N1CC1)=NO	-4%	/	-0.6%
O=C(NN=Cc1ccc(N(CCCl)CCCl)cc1)C(=O)c1c[nH]c2ccccc12	-5%	/	0.1%
COC1CCC(OC2CC(C3(C)CCC4(CC(O)C(C)C(C(C)/C=C(\C)C(=O)C(C)CC(C)C(=O)O)O4)O3)OC3(OC(C4OC(O)(CO)C(C)CC4C)CC3C)C2C)OC1C (centres undefined)	0%	/	6.0%
O=P(N1CCCCCC1)(N1CCCCCC1)N1CC1	-6%	/	0.0%
Oc1c(Cl)cccc1Cc1cc(Cl)cc(Cl)c1O	45µM*	/	-5.8%
CC1([N+](=O)[O-])COP(=O)(NC2CC2)OC1 (centres undefined)	12%	/	1.5%
CN1C(=O)C[N+]([O-])=C(c2ccccc2)c2cc(Cl)ccc21	7%	/	-0.6%
CC1=CC2OC3CC4OC(=O)C=CC=CC(C(C)O)OCC(O)C5(C)OC5C(=O)OCC2(CC1O)C4(C)C31CO1 (centres undefined)	-4%	/	-2.6%
O=C1NC(=O)C(=Cc2c(Cl)cccc2Cl)C(=O)N1	43µM*	/	1.1%
O=C1NC(=O)C2(CCN(S(=O)(=O)c3ccccc3)CC2)C(=O)N1	-9%	/	-2.9%
O=[N+]([O-])c1ccc(N2CC2)c([N+](=O)[O-])c1	-2%	/	3.3%
CC1CC2(C)C(CCC3C2CCC2(C)C(OP(=O)(N4CC4)N4CC4)CCC32)CC1=O (centres undefined)	3%	/	-0.7%
Nc1ccc(Cc2ccc(N)c(Cl)c2)cc1Cl	-4%	/	-1.6%
Cc1nc(C)c(C(=O)NN=Cc2ccc(N(CCCl)CCCl)cc2)s1	3%	/	1.6%

Nothing new here: 21 of the compounds above.
SMILES	NS5 inhibitors	NTR1 ag	K1F lysis inhibition	others
O=C(NCC1=C(c2ccc3ccccc3c2)C[C@@H]2CC[C@H]1N2Cc1ccco1)c1ccncc1	-1%	/	/
Cc1ncoc1C(=O)NCC1=C(c2ccc(S(C)(=O)=O)cc2)C[C@@H]2CC[C@H]1N2Cc1ccco1	2%	/	/
CC1=CP(=O)(Oc2ccc([N+](=O)[O-])cc2)CC1 (centres undefined)	-2%	/	/
Cc1ccc(OC(=O)N(C)C[C@@H]2OCc3cnnn3CCCC(=O)N([C@H](C)CO)C[C@H]2C)cc1	-7%	/	/
C[C@@H]1CN([C@@H](C)CO)C(=O)CCCn2cc(nn2)CO[C@H]1CN(C)C(=O)Oc1ccc2ccccc2c1	-7%	/	/
CC(=O)OC1CCC2(C)C(CCC3C4CC(N5CC5)C(C(C)=O)C4(C)CC(=O)C32)C1 (centres undefined)	-4%	/	1.3%
CC=C(CC)C1(CC)C(=O)NC(=S)NC1=O	0%	/	3.6%
CC(CC(C)(C)N1CC1)=NO	-4%	/	-0.6%
O=C(NN=Cc1ccc(N(CCCl)CCCl)cc1)C(=O)c1c[nH]c2ccccc12	-5%	/	0.1%
COC1CCC(OC2CC(C3(C)CCC4(CC(O)C(C)C(C(C)/C=C(\C)C(=O)C(C)CC(C)C(=O)O)O4)O3)OC3(OC(C4OC(O)(CO)C(C)CC4C)CC3C)C2C)OC1C (centres undefined)	0%	/	6.0%
O=P(N1CCCCCC1)(N1CCCCCC1)N1CC1	-6%	/	0.0%
Oc1c(Cl)cccc1Cc1cc(Cl)cc(Cl)c1O	45µM*	/	-5.8%
CC1([N+](=O)[O-])COP(=O)(NC2CC2)OC1 (centres undefined)	12%	/	1.5%
CN1C(=O)C[N+]([O-])=C(c2ccccc2)c2cc(Cl)ccc21	7%	/	-0.6%
CC1=CC2OC3CC4OC(=O)C=CC=CC(C(C)O)OCC(O)C5(C)OC5C(=O)OCC2(CC1O)C4(C)C31CO1 (centres undefined)	-4%	/	-2.6%
O=C1NC(=O)C(=Cc2c(Cl)cccc2Cl)C(=O)N1	43µM*	/	1.1%
O=C1NC(=O)C2(CCN(S(=O)(=O)c3ccccc3)CC2)C(=O)N1	-9%	/	-2.9%
O=[N+]([O-])c1ccc(N2CC2)c([N+](=O)[O-])c1	-2%	/	3.3%
CC1CC2(C)C(CCC3C2CCC2(C)C(OP(=O)(N4CC4)N4CC4)CCC32)CC1=O (centres undefined)	3%	/	-0.7%
Nc1ccc(Cc2ccc(N)c(Cl)c2)cc1Cl	-4%	/	-1.6%
Cc1nc(C)c(C(=O)NN=Cc2ccc(N(CCCl)CCCl)cc2)s1	3%	/	1.6%

New compounds follow
SMILES	NS5 inhibitors	NTR1 ag	K1F lysis inhibition	others
CC[C@H]1OC(=O)C[C@@H](O)[C@H](C)[C@@H](O[C@@H]2O[C@H](C)[C@@H](O[C@H]3C[C@@](C)(O)[C@@H](O)[C@H](C)O3)[C@H](N(C)C)[C@H]2O)[C@@H](CC=O)C[C@@H](C)C(=O)/C=C/C(C)=C/[C@@H]1CO[C@@H]1O[C@H](C)[C@@H](O)[C@@H](OC)[C@H]1OC	-7%	/	0.8%
C=C1C(=O)OC2CC3(C)OC3CCC(C)=CC(OC(C)=O)C12 (centres undefined)	-32%	/	1.8%
CCOP(=S)(OCC)N1CC1	-2%	/	-0.9%
CC1(O)CCC2C3CCC4=CC(=O)CCC4(C)C34OC4CC21C (centres undefined)	-1%	/	-3.5%
O=P(Oc1ccc(-c2ccccc2)cc1)(N1CC1)N1CC1	2%	/	-0.5%
CCC1(CC)COP(=O)(OCC(Cl)CCl)OC1 (centres undefined)	-3%	/	-0.4%
COc1ccc(C=C2C(=O)NC(=S)NC2=O)cc1OC	4%	/	0.6%
CC1([N+](=O)[O-])COP(=O)(Nc2cccc(F)c2)OC1 (centres undefined)	7%	/	1.8%
CC1=C(C)CC2(C(=O)NC(=S)NC2=O)C(C)C1 (centres undefined)	1%	/	-0.1%
CC(N)C(=O)NC1C2C(=C(O)CC(O)C2O)C(=O)OC1(C)C(Cl)Cl (centres undefined)	-5%	/	-0.8%
CSc1ccccc1NP1(=O)OCC(C)([N+](=O)[O-])CO1 (centres undefined)	5%	/	-0.1%
CN1Cc2cnnn2-c2ccccc2C1C#N (centres undefined)	-7%	/	0.4%	NS5 inhibitors pilot replicate=-1.2
O=C1NC2C(=CC(O)C(O)C2O)c2cc3c(cc21)OCO3 (centres undefined)	1%	/	-0.3%
COc1ccc2c(c1)NP(=S)(c1ccccc1)N2C (centres undefined)	10%	/	0.2%
O=C1NCCCCC1(Cl)Cl	3%	/	-0.3%
O=c1c([N+](=O)[O-])cn(O)cc1[N+](=O)[O-]	1%	/	-0.9%
C[C@]12C=CC(=O)C=C1CC[C@@H]1[C@@H]2CC[C@]2(C)C(=O)CC[C@@H]12	-2%	/	6.2%
CCC1(c2ccccc2)C(=O)NC(=S)NC1=O	4%	/	3.2%
C#CC1(O)CCC2C3CCC4=CC(=O)CCC4=C3C=CC21C (centres undefined)	-10%	/	1.8%
COc1ccc(C2=CC(c3ccc4c(c3)OCO4)c3c(c4ccccc4oc3=O)O2)cc1OC (centres undefined)	5%	/	0.2%
COc1cccc2c1N=C1CCCC3CN(C(C)=O)CCC123 (centres undefined)	1%	/	1.1%
CC(C)Oc1cccnc1N(C)C1CCN(Cc2ccccc2)CC1	-7%	/	3.7%
CCOP(=S)(OCC)Oc1cc(C)nc(C(C)C)n1	-5%	/	1.6%
CN(C)c1ccc(C=C2C(=O)NC(=O)NC2=O)cc1	16%	/	-1.9%
C=C(C)[C@H]1CN[C@H](C(=O)O)[C@H]1CC(=O)O	0%	-0.5	1.3%	NTR1 ag cell count 20 µM=56
COC(=O)C1=C(c2c(C)noc2C)C[C@@H]2CC[C@H]1N2C(=O)NCCCOC(C)C	-1%	-1.7	0.9%	NTR1 ag cell count 20 µM=43
OC[C@H]1O[C@@H](n2cnc3cc(Cl)c(Cl)cc32)[C@H](O)[C@@H]1O	-4%	-0.6	1.9%	NTR1 ag cell count 20 µM=45
CCCC[C@@H](C)C[C@@H](C)C(=O)N(C)[C@@H](CC(C)C)C(=O)N[C@H](C(=O)N(C)[C@H](C(=O)N1C[C@@H](O)C[C@H]1C(=O)N1C(=O)C=C[C@@H]1C)C(C)C)C(C)OC(C)=O (some centres undefined)	-10%	8.1	-0.1%	NTR1 ag cell count 20 µM=48
COC(=O)C1=C(c2ccc(F)cc2OCc2ccccc2)C[C@@H]2CC[C@H]1N2C(=O)NCCc1ccc(F)cc1	4%	0.9	1.0%	NTR1 ag cell count 20 µM=59
O=C1C=C2C=C[C@@H]3CC2(O1)[C@H]1CCCCN31	-2%	2.1	-2.5%	NTR1 ag cell count 20 µM=63

Screening results deposited in PubChem BioAssay by several laboratories.
